Compound activity: PubChem BioAssay, National Center for Advancing Translational Sciences (NCATS)
ERG Ets-DNA blk = qHTS for Small Molecule Inhibitors of the ERG Ets/DNA interaction | Potency, µM (highest dose often 76.9 µM), for the others: at the highest dose FP activity, negative = inhibition, most hits filed as inhibitors | actives 0.028% (n = 370,000) | fluorescence polarization, His-ERG Ets domain / labelled DNA | Transcriptional regulator ERG (Homo sapiens), P11308; active = well fitted inhibition curve with a large enough effect in the polarisation, with a control signal flat; inconclusive = small, poorly fitted or top-dose-only effect, or effect the other way, or a change in a side signal; inactive = no such curve, though single readings can be large or run the other way; the % refers to the polarisation;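 also: polarization taken with two DNA probes labelled with fluorescein and Texas red; potency is read from the fitted curve at half-maximal effect; % of control where 0% means no effect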
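His-tagged ERG Ets domain (1 uM in the protein solution; 300mM KCl, 50mM Tris-HCl, 1mM EDTA, 1mM DTT, pH 7.5) received compound, then a probe mix of 5 nM fluorescein-DNA and 100nM Texas-615-DNA. Fluorescence polarization was read for both dyes.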
PGK inhibitor = qHTS Assay to Find Inhibitors of Phosphoglycerate Kinase. PGK/GAPDH coupled, Kinase-Glo luminescence, 60 min. Potency, µM (top dose mostly 57.5 µM), inactives show at the highest dose activity change, negative = inhibition, actives largely listed as inhibitors. actives 0.043% (n = 380,000). AID 602233, 2012; also: potency is read from the fitted curve at half-maximal effect; % is scaled to controls: 0 for no effect and ±100 for the full control effect; nearly all actives have a fitted effect of over 60% in size
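Luminescent ATP detection (Kinase-Glo Plus) follows a 60-minute room-temperature incubation, with wells lacking PGK as controls. Buffer: 100 mM TEA (pH 7.6), 5 mM MgCl2, 0.01% Tween-20. Coupling enzyme GAPDH (100 nM final) supplies unstable 1,3-BPG in-well.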
JMJD2A Tudor inh = qHTS Assay for Inhibitors of JMJD2A-Tudor Domain; AID 504339, 2011; Potency, µM (doses to about 114 µM), inactives show at the highest dose activity change, negative = inhibition, most hits filed as inhibitors; actives 4.4% (n = 390,000); Lysine-specific demethylase 4A (Homo sapiens), O75164; AlphaScreen JMJD2A-Tudor / H3K4me3 peptide binding; also: potency is read from the fitted curve at half-maximal effect; % is scaled to controls: 0 for no effect and ±100 for the full control effect; nearly all actives have a fitted effect of over 50% in size
PI4K2A inh = qHTS for small molecular inhibitors of PI4K2A; actives 0.13% (n = 420,000); activity change, negative = inhibition, % at 76.9 µM; Phosphatidylinositol 4-kinase type 2-alpha (Homo sapiens), Q9BTU6; AID 1346378, 2018; purified PI4K2A, ADP-Glo luminescence, 1 h; active compounds read low; in the data active = activity change below about -50%; inconclusive = mostly about -30% to -49%;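 also: -100% = wells without enzyme as full effect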
Target sequence (Q9BTU6 whole entry, looked up): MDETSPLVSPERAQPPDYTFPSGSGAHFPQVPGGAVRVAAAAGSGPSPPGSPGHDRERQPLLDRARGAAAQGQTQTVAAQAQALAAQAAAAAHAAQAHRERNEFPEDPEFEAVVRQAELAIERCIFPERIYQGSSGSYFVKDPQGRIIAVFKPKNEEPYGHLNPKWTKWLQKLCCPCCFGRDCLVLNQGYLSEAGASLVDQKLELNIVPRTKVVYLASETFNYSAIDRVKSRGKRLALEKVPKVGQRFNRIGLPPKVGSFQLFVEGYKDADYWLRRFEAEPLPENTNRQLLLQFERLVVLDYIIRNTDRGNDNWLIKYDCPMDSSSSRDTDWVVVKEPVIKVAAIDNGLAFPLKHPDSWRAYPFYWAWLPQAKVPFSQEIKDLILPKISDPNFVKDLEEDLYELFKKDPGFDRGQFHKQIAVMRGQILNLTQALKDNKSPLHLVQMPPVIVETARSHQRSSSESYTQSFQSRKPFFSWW
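In this quantitative HTS, ADP production by PI4K2A was quantified luminescently after 1 h at ambient temperature; 100 microM adenosine served as plate-quality control.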
GLS inhibitor = qHTS for Inhibitors of Glutaminase (GLS); GLS enzymatic activity, qHTS titration; Potency, µM (top dose mostly 45.5 µM), for inactives: top-dose activity change, negative = inhibition, most hits filed as inhibitors; actives 0.21% (n = 410,000); AID 624170, 2012; also: potency is read from the fitted curve at half-maximal effect; % is scaled to controls: 0 for no effect and ±100 for the full control effect
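Glutamate formation by hKGA was monitored fluorometrically using coupled glutamate oxidase, HRP and Amplex Red. Substrate was added as 1 mM L-glutamine solution; incubation was 30 min at RT after an initial read.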
HP1b binding inh = HTS for Inhibitors of HP1-beta Chromodomain Interactions with Methylated Histone Tails. Chromobox protein homolog 1 (Homo sapiens), P83916. AlphaScreen HP1-beta / biotin-H3K9me3 peptide binding. Potency, µM (titrated, usually from 114 µM), inactives show at the top dose activity change, negative = inhibition, most hits filed as inhibitors. actives 0.56% (n = 390,000). AID 540317, 2011; also: potency is read from the fitted curve at half-maximal effect; nearly all actives have a fitted effect of over 70% in size; inactives centre near 23
Target sequence (P83916 whole entry, looked up): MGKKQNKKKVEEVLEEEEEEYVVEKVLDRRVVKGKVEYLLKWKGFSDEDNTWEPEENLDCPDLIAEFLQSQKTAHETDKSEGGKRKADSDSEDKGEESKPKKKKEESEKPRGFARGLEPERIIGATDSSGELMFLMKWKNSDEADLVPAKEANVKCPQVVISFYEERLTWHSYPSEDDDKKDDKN
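HP1-beta protein (50 nM final) preincubated 30 min at room temperature with biotinylated H3(1-18)K9me3 peptide (50 nM) in PBS pH 7.4, 0.01% Tween-20, then compound added for 30 min. AlphaScreen streptavidin donor/nickel chelate acceptor beads (10 ug/mL final), 30 min dark, luminescence read.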
Pin1 inh = qHTS Assay to Find Inhibitors of Pin1 | Potency, µM (highest dose often 115 µM), without a hit: at the highest dose activity, negative = inhibition, most hits filed as inhibitors | Pin1 FP peptide displacement, HiFluor488, 10 min | actives 0.009% (n = 390,000); active = well fitted inhibition curve with a large enough effect in the polarisation, with a control signal flat, not every such curve was filed as active; inconclusive = small, poorly fitted or top-dose-only effect, or effect the other way, or a change in a side signal; inactive = no such curve, though single readings can be large or run the other way; the % refers to the polarisation; also: potency is read from the fitted curve at half-maximal effect; % is scaled to controls: 0 for no effect and ±100 for the full control effect
G9a inh = qHTS Assay for Inhibitors of Histone Lysine Methyltransferase G9a. G9a H3K9 monomethylation, AlphaScreen, 2 h. Potency, µM (titrated, usually from 102 µM), without a hit: at the highest dose activity, negative = inhibition, most hits filed as inhibitors. actives 8.8% (n = 350,000). Histone-lysine N-methyltransferase EHMT2 (Homo sapiens), Q96KQ7; also: potency is read from the fitted curve at half-maximal effect; % is scaled to controls: 0 for no effect and ±100 for the full control effect; nearly all actives have a fitted effect of over 75% in size
Target sequence (Q96KQ7 913-1193 limits assumed): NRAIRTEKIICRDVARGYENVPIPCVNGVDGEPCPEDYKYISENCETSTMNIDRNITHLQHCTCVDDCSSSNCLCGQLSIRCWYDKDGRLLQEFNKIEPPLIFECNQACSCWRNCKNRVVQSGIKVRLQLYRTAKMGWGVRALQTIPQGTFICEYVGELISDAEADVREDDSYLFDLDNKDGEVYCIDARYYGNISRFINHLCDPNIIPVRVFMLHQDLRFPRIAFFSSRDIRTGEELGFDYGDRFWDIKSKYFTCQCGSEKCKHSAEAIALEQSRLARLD
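Using a bead-based AlphaScreen, monomethylated H3K9 product from 2 h room-temperature reactions (G9a 20 nM, peptide 500 nM, SAM 20 uM) was detected with 0.5 ug/mL rabbit anti-H3K9me1 antibody.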
BAZ2B block = qHTS Assay for Inhibitors of BAZ2B; Bromodomain adjacent to zinc finger domain protein 2B (Homo sapiens), Q9UIF8; AlphaScreen BAZ2B-H3K14Ac peptide displacement; Potency, µM (doses to about 114 µM), without a hit: top-dose activity change, negative = inhibition, most hits filed as inhibitors; actives 4.4% (n = 360,000); AID 504333, 2011; also: potency is read from the fitted curve at half-maximal effect; % is scaled to controls: 0 for no effect and ±100 for the full control effect; nearly all actives have a fitted effect of over 60% in size
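Protein-peptide AlphaScreen: BAZ2B 50 nM, b-H3K14Ac 50 nM, 1x PBS pH 7.4 + 0.01% Tween-20. Preincubation 30 min RT; cpd 30 min RT (top 110 uM); beads 20 min RT, light-protected.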
Numbers without * were called inactive; i = inactive; ? = inconclusive; · = no result given; [ ] = dose if it differs, or a comment. Unless noted, calls follow the shape of the dose curve; as a rule, active = well fitted curve in the direction sought with a large enough effect; inconclusive = small, poorly fitted or top-dose-only effect, or another doubt; inactive = no such curve, though single readings can be large; an effect the other way counts as inactive or inconclusive. Only part of the results is shown; rates above refer to the full screens.

SMILES	ERG Ets-DNA blk	PGK inhibitor	JMJD2A Tudor inh	PI4K2A inh	GLS inhibitor	HP1b binding inh	Pin1 inh	G9a inh	BAZ2B block
C[C@H]1CN([C@@H](C)CO)C(=O)Cc2cc(NC(=O)Cc3ccccc3)ccc2O[C@H]1CN(C)S(=O)(=O)c1cccs1	-10%	5%	-28%	-2	3%	47%[activator]	3%	·	·
Clc1ccc2c(c1)C(c1ccccc1Cl)=NCc1nnc(Br)n1-2	7%	-11%	-13%	-2	13%	5%	0%	?	5%
Cc1ccc(C2C(=O)NC(=O)NC2=O)cc1	-23%[15.4 µM]	-6%	-16%	-7	2%	30%	4%	·	·
Cc1ccc(NC(=O)N(Cc2ccc3c(c2)OCO3)C2CCN(Cc3ccccc3)CC2)cc1F	-1%	-6%	?	-1	-17%	-1%	-1%	?	?
COc1ccc2c(c1OC)C[N+]1([O-])CCc3cc4c(cc3C1C2)OCO4 (stereo not drawn)	6%	0%	3%	-2	?	44%[activator]	1%	50%[12.7 µM]	8%
CC1C(c2cccs2)=[N+]([O-])C(C)(C(=O)c2ccc(Cl)cc2)N1O (stereo not drawn)	2%	i	-14%	2	24%	41%[activator]	1%	·	·
CCC(C)N1C(=O)/C(=C\c2ccc(N3CCCCCC3)cc2)C(=O)NC1=S (stereo not drawn)	30%[activator]	-9%	?	-10	150%[activator]	?	?	3.5µM*	45µM*
O=C(Nc1cccc(C(F)(F)F)c1)OC1CN2CCC1CC2 (stereo not drawn)	-2%	5%	-7%	0	2%	40%[activator]	5%	-16%	0%
CC(=O)OC1C2CCC1C(N1CCCC1)CC2 (stereo not drawn)	4%	-5%	19%[11.4 µM]	-3	-21%	1%	-4%	-10%[59 µM]	4%
Cc1ccccc1CNC(=O)c1ccc(-c2nc(CS(=O)(=O)c3ccccc3)c(C)o2)cc1	3%	8%	1%	-2	12%	18%	32%[activator]	-24%[59 µM]	-11%
CCN(CC)c1ccc(N=Cc2c(O)n(-c3ccccc3C)c(=O)[nH]c2=O)cc1	·	-4%[11.5 µM]	?	2	86%[activator]	-7%	?	?	?
COc1cc(C2c3cc(O)c(OC)cc3CC3C(=O)OCC32)ccc1O (stereo not drawn)	9%	-12%	-22%	-2	17%	15%	1%	·	·
CCOc1ccc(CC2C(=O)NC(=O)N(c3ccc(CC)cc3)C2=O)cc1 (stereo not drawn)	-23%	-5%	-2%	4	3%	22%	-2%	?	-30%
COc1cc(NC(=O)CN2C3CCC2CC(O)(c2cccnc2)C3)cc(OC)c1 (stereo not drawn)	-5%	10%	7%[11.4 µM]	1	-1%	48%[activator]	-7%	56%[activator][59 µM]	13%
COc1ccccc1NC(=O)COC(=O)c1cc(C)n(C2CC2)c1C	13%	0%	-3%	0	-26%	20%	16%	·	·
Cc1cc(OC(=O)c2ccco2)c2c3c(c(=O)oc2c1)CCC3	·	·	-1%	6	1%	27%	1%	7%	0%
CN(C)CC1Oc2ccccc2OC1(O)c1ccccc1 (stereo not drawn)	1%	i	10%	1	3%	41%[activator]	-3%	?	2%
O=C(NC1CCCCC1)c1ccc(CSc2nc3ccncc3n2Cc2ccc(F)cc2)cc1	0%	i	-28%	2	-4%	14%	23%	-28%[59 µM]	-3%
COc1ccc(-n2c(C)nc3cc(C(=O)N4CCC5(CC4)OCCO5)ccc32)cc1	-4%	4%	-10%	-1	8%	15%	0%	-6%[59 µM]	13%
O=C(Cn1cnc2ccccc2c1=O)NCC(=O)N1CCC2(CC1)OCCO2	-1%	2%	4%	9	0%	22%	6%	4%[12.7 µM]	14%
Cc1cc(C)cc(-n2c(/C=C/c3cccc(F)c3)nc3ccccc3c2=O)c1	-1%	i	-14%	-2	-3%	4%	-1%	4%[59 µM]	5%
Cc1cc(C=C2C(=O)N(C)C(=S)N(C)C2=O)c(C)n1-c1ccncc1	84%[activator]	-7%	45µM*	-1	?	?	?	50µM*	-25%
FC(F)(F)c1nc(N2CCN(c3ccccc3)CC2)nc2c1CCCCC2	0%	-8%	21%	-3	8%	55%[activator]	3%	43%[59 µM]	4%
O=C(CCN1CCCCC1)NCC(=O)Nc1ccc(Br)cc1C(=O)c1ccccc1	-7%	0%	-14%	2	3%	9%	-2%	0%[59 µM]	-1%[57.1 µM]
COc1ccc(C(=O)C2CCCN(Cc3ccc(F)cc3F)C2)cc1F (stereo not drawn)	11%	6%	3%	2	-1%	56%[activator]	-2%	43%	3%
CCc1nc(-c2ccc(C)nc2OC)no1	11%	-15%	-12%	13	-3%	7%	3%	?	-7%
CCN(CC)c1ccc([N+](=O)[O-])c2cccnc12	4%	-4%	?	3	-6%	?	13%	?	28µM*
CN(C)C(=O)Oc1ccc(-c2cn3cc(Cl)ccc3n2)cc1	14%	?	-7%	?	3%	37%	8%	22%[59 µM]	-3%
CC1=Nc2cc(C(=O)N3CCC4(CC3)OCCO4)ccc2Sc2ccc(Cl)cc21	15%	-3%	-18%	8	-5%	42%[activator]	-2%	-12%[59 µM]	-38%
CC(Cc1ccccc1)NC(N)=O (stereo not drawn)	7%	0%	1%	0	-17%	28%	7%	?	7%
COC(=O)C1=C(c2ccc(F)cc2OCc2ccccc2)C[C@@H]2CC[C@H]1N2C(=O)NC1CCN(Cc2ccccc2)CC1	-5%	-2%	?	-1	-4%	0%	6%	17%[2.33 µM]	-31%
CN(C)c1cc(N)c2c(n1)CCC2 (tested in a mixture with another compound)	5%	4%	-8%	1	7%	40%[activator]	0%	?	6%
CC12CCC(O)CC1CCC1C2CCC2(C)C(C3=CC(=O)OC3)C(O)CC12O (stereo not drawn)	4%	-3%	-15%	5	10%	16%	-14%	·	·
CC(C)c1nn2c(=O)cc(COC(=O)Cc3ccccc3)nc2s1	-4%	1%	-15%	-1	-4%	17%	6%	3%[59 µM]	-2%
CC(=O)CC(C)(C)n1c[n+](C)nn1	·	-13%	?	0	1%	19%	-12%	?	?
CC(C)c1ccccc1NC1=NCCCS1	-2%	-10%	-29%	4	-2%	-4%	-9%	-11%	9%
COC(=O)C(O)(c1ccc(NC(=O)NC2CCCCC2)cc1)C(F)(F)F (stereo not drawn)	10%	-6%	6%	2	0%	26%	1%	-1%	-3%
O=C1NC(=O)C(=Cc2ccc(N3CCOCC3)o2)C(=O)N1	15%	0%	-18%	-2	-6%	2%	?	?	?
COc1ccc(O)c(C(C)(C)C)c1	-5%	-5%	-19%	2	24%	-1%	7%	?	-34%
NC(=S)/N=C/c1c(O)[nH]c(=O)[nH]c1=O	-3%	i	-26%	-14	-29%	12%	?	79µM*	-12%
COC(=O)C1=C(c2ccc(F)cc2OCc2ccccc2)C[C@@H]2CC[C@H]1N2C(=O)NCCO	1%	i	-26%	-2	2%	29%	-5%	27%[2.33 µM]	6%
CCOC(=O)C(O)(c1ccc(N=c2ccccn2C)cc1)C(F)(F)F (stereo not drawn)	-2%	-2%	-13%	-2	-1%	31%	-13%	-5%	-12%
CN(C)c1ccc(/C=C2/C(=O)NC(=O)N(CCc3ccc(F)cc3)C2=O)cc1	-6%	·	28µM*	-9	43%[activator]	0%	7%	?	?
O=C(Oc1ccc(Cl)c2cccnc12)N1CCCCCC1	-2%	i	6%	-5	2%	44%[activator]	-5%	14%[59 µM]	12%
CN(C)Cc1c[nH]c2ccccc12	3%	-1%	-16%	-2	7%	18%	-1%	21%[12.7 µM]	19%
Cn1cccc1/C=C1/C(=O)NC(=O)N(C(C)(C)C)C1=O	8%	2%	-25%	-2	-8%	12%	2%	9%[12.7 µM]	-13%
CC1(C)OC1COc1c2occc2cc2ccc(=O)oc12 (stereo not drawn)	-1%	0%	-4%	2	-4%	25%	-5%	20%	4%
COc1ccc(NC(=O)Cn2c3ccccc3c3nc4n(c(=O)c32)CCS4)cc1	-6%	i	2%	-11	-6%	31%	28%	15%	-2%
CCCCn1c(O)c(C(C)=Nc2c(C)n(C)n(-c3ccccc3)c2=O)c(=O)[nH]c1=O	3%	-1%	-3%	4	-1%	23%	-1%	-3%	4%

Some values from the results shown:
For GLS inhibitor, O=C(CCN1CCCCC1)NCC(=O)Nc1ccc(Br)cc1C(=O)c1ccccc1 reads 3%
For Pin1 inh, CCCCn1c(O)c(C(C)=Nc2c(C)n(C)n(-c3ccccc3)c2=O)c(=O)[nH]c1=O reads -1%
